Source: PubChem BioAssay (several laboratories)
SDO1 yeast rescue: compounds rescuing growth of sdo1-depleted yeast, bone marrow failure model | S. cerevisiae sdo1-depleted JHY4D growth rescue, OD600 30 h; hits give high values; pdr5 snq2 efflux-pump mutant strain | AID 817 | 0.21% of 140,000 active | z-score at 10 µM;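 active = z-score above 3 at both the 24 hr and the 30 hr optical density reads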;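 also: z-score against mean and SD of all compound wells on the same plate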
INS promoter inh: TRM-6 insulin promoter activity inhibition | TRM-6 cells (human fetal islet line), insulin promoter-eGFP reporter, imaging; reporter expression induced with tamoxifen | 0.9% of 130,000 active | AID 1273 | inhibition, % at 2 µM;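 active = inhibition above the mean plus 3 SD, with well images judged a real hit on visual review, cut at about 60% in these data, passing the limit was not always enough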
SDO1 yeast rescue Rescue 24 h: second read-out of SDO1 yeast rescue, no call of its own (marks repeat the call); z-score; S. cerevisiae sdo1-depleted JHY4D growth rescue, OD600; measured here: growth rescue at 24 h;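 0 is the plate mean of compound wells and units are plate SD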
An asterisk follows results filed as active; nt = not tested or not shown; [ ] = another dose, or the depositor's remark.

SDO1 yeast rescue	SDO1 yeast rescue Rescue 24 h	INS promoter inh	Molecule
0.52	0	-86	CCN(CC)CCOC(=O)c1ccc(NC(=O)C(C)NC(=O)C23CC4CC(CC(C4)C2)C3)cc1 (configuration not stated)
-0.78	-0.46	nt	COc1cccc(-c2csc(NC(=O)Oc3ccccc3)n2)c1
nt	nt	25	Nc1cc(N)nc(SCC(=O)NCc2ccco2)n1
0.96	0.26	-21	O=C(CSc1nnc(CNC(=O)c2c(F)cccc2Cl)o1)Nc1ccc2c(c1)OCCO2
0.54	0.43	39	CCCC(C)C(=O)Nc1ccccc1C(=O)OCC (configuration not stated)
-1.1	-0.97	19	CC(CCc1ccccc1)NC(=O)/C=C/c1ccccc1 (configuration not stated)
nt	nt	-45	CC(C)(C)NC(=O)C1Cc2ccccc2CN1 (configuration not stated)
0.71	0	nt	COc1ccc(CNC(=O)C(C)N(Cc2ccco2)C(=O)c2snc(C(N)=O)c2N)cc1 (configuration not stated)
-0.62	-0.62	-38	Fc1ccc(C(CCCn2nnc(-c3cccnc3)n2)c2ccc(F)cc2)cc1
-0.68	-0.19	-16	CN(c1ccc(C(=O)NCCSCc2ccc(Cl)cc2)cc1)S(=O)(=O)c1ccccc1
-0.81	-0.42	17	O=C(Nc1ccccc1)C1C2CCC3C(CCC21)C3(Cl)Cl (configuration not stated)
nt	nt	55	CCN1CCN(C(c2cccs2)C(C)NS(=O)(=O)c2ccc(C)cc2)CC1 (configuration not stated)
-2.6	-2.2	0	CC(C)Cn1[nH]c2c3c(ccc2c1=O)C(=O)c1ccccc1C3=O
0.77	0.49	14	Cn1c2ccc(F)cc2c2ncn(CCN3CCOCC3)c(=O)c21
0.65	0.7	23	O=C(CCC1CCCCC1)NCc1ccncc1

Record cards, as listed above:
Shown for `O=C(Nc1ccccc1)C1C2CCC3C(CCC21)C3(Cl)Cl` (configuration not stated) = SDO1 yeast rescue: -0.81; SDO1 yeast rescue Rescue 24 h: -0.42; INS promoter inh: 17
Shown for `CN(c1ccc(C(=O)NCCSCc2ccc(Cl)cc2)cc1)S(=O)(=O)c1ccccc1` = SDO1 yeast rescue: -0.68; SDO1 yeast rescue Rescue 24 h: -0.19; INS promoter inh: -16
Shown for `O=C(CCC1CCCCC1)NCc1ccncc1` = SDO1 yeast rescue: 0.65; SDO1 yeast rescue Rescue 24 h: 0.7; INS promoter inh: 23

Next section
SDO1 yeast rescue	SDO1 yeast rescue Rescue 24 h	INS promoter inh	Molecule
nt	nt	-64	O=C(NC(=S)Nc1ccc(S(=O)(=O)Nc2nccs2)cc1)c1ccc(Br)o1
-1.8	-1.1	-14	CC(C)(C)c1cc(S(=O)(=O)CCc2ccccn2)cc(C(C)(C)C)c1F
nt	nt	0	Cc1ccc(S(=O)(=O)N2CCCCC2C(=O)O)cc1 (configuration not stated)
1	0.19	-3	Cc1nc(SCC(=O)Nc2c(C)n(C)n(-c3ccccc3)c2=O)[nH]c(=O)c1Cc1ccccc1
-1.6	-1.6	nt	COc1cnn(-c2ccccc2)c(=O)c1SCc1ccc(Cl)c(Cl)c1
nt	nt	-33	CS(=O)(=O)N(CC(=O)NCc1ccco1)c1ccc(Cl)cc1Cl
1.5	2.2	15	N=C1/C(=C/c2cccn2-c2cccc([N+](=O)[O-])c2)C(=O)N=C2SC=CN12
0.54	0.83	nt	Cc1ccc(N=C(c2cccs2)N2CCOCC2)cc1
0.55	0.17	nt	CN1CCN(c2ccc([N+](=O)[O-])cc2NC(=O)c2ccccc2)CC1
0.45	-0.11	50	COc1ccc(CC(=O)NC(=S)Nc2ccc(S(N)(=O)=O)cc2)cc1
-0.35	-0.7	16	c1ccc(OCCCn2nnc(-c3ccncc3)n2)cc1
-1.2	-0.34	0	Cc1nn2c(-c3ccc(Cl)cc3)ccnc2c1-c1ccccc1
1.2	1.6	-154	N#Cc1nc(-c2cccs2)oc1NCCCN1CCOCC1
0.31	0.02	-39	O=C(CSc1nc2cc(C(F)(F)F)ccc2n1Cc1ccccc1)NC1CCS(=O)(=O)C1 (configuration not stated)
nt	nt	0	CC(=O)OCC[n+]1c(C)n(-c2ccccc2)c2ccc(Cl)cc21
0.19	-0.12	71*	CCOC(=O)c1c(C)nc(-c2ccccc2)nc1NC(=O)CC
0.86	0.01	21	C(/C=C/C=C/Nc1ccccc1)=Nc1ccccc1
1.5	0.61	-16	COc1ccc(-c2cc3nc4c(c(=O)n3[nH]2)CCC4)cc1
-1.5	-0.99	nt	Cc1cccc(NC(=O)c2ccc([N+](=O)[O-])o2)n1
-0.82	-1.5	nt	COc1ccc(N(CC(=O)NCc2ccccc2)S(=O)(=O)c2c(C)noc2C)cc1
-0.69	-0.24	nt	CCCc1nc(N2CCOCC2)c2sc(=S)n(-c3ccccc3)c2n1
-0.4	-0.82	-11	Cn1c(CSc2ncn[nH]2)nc2ccccc21
0.47	-0.06	0	Cc1cc2c3c(c1C)C1(C(=O)N3C(C)(C)CC2C)C(C#N)=C(N)Oc2n[nH]c(C)c21 (configuration not stated)
1.1	0.15	0	CCOC(=O)c1cnn2cc(-c3[nH]ncc3[N+](=O)[O-])cnc12
-0.16	-1.1	-9	O=C(Cc1coc2cc3c(cc12)CCC3)NCC1(N2CCCCC2)CCCCC1
-0.18	-0.1	30	COc1ccc(C(=O)N[C@H](C(=O)NCC2CCCCC2)C(C)C)cc1
nt	nt	-5	O=C(/C=C/c1ccco1)N1CCN(S(=O)(=O)/C=C/c2ccccc2)CC1
nt	nt	-18	COc1ccccc1C(=O)Nc1nc(-c2ccc3c(c2)OCCO3)cs1
-0.82	-0.99	-55	CCCNC(=O)NS(=O)(=O)c1cnccc1Sc1ccc(Cl)c(Cl)c1
-0.46	-1.2	-23	CCn1cc(C(=O)N2CCN(Cc3ccc4c(c3)OCO4)CC2)c(=O)c2ccc(C)nc21
-0.01	-0.12	-48	O=C(CC12CCC(CC1)C2)NCc1ccc2c(c1)OCO2
0.43	0.15	nt	Cc1cc(Nc2ccc(F)cc2)n2nc(C)nc2n1
0.67	0.41	29	CCOC(=O)N1CCC(NC(=O)C2CCN(c3ccc(N4CCOCC4)nn3)CC2)CC1
0.61	-0.24	57	O=C(O)CCc1ccc(-c2ccc(F)cc2)n1Cc1ccco1
0.62	0.38	23	COCCn1c(SCC(=O)c2[nH]c(C)c(C(C)=O)c2C)nc2ccccc21
0.11	-0.51	-46	Cc1cccc2nc(CSC(=N)N)c(Br)n12
0.32	-0.75	nt	CC(C)CCn1c(N2CCC(C(N)=O)CC2)nc2c1c(=O)[nH]c(=O)n2C
2.9	3.2	18	Cc1ccc2nc3c(cc2c1)c(NS(=O)(=O)c1ccccc1)nn3CC(C)C
-0.74	-0.35	17	Cc1cc(C)nc(N/N=C/c2ccccc2OCc2ccc(Br)cc2)n1
0.12	-0.69	nt	Cc1[nH]c(C)c2c(=O)n(-c3ccccc3)ncc12
nt	nt	18	C=CCN(CC=C)CCOc1ccc2ccccc2c1
0.74	0.07	nt	COc1ccc(CC(=O)OCC(=O)Nc2ccc3c(c2)OCCO3)cc1OC
0.52	2	nt	Cc1nc(C(=O)Nc2ccccc2Cl)cc2c1[nH]c1ccccc12
-0.5	0.65	6	CCN(CC)C(=O)CSc1nc2ccccc2c(=O)n1-c1cccc(OC)c1
-0.39	-0.44	-38	Cc1ccnc(NC(=O)CCC2COc3ccccc3O2)c1 (configuration not stated)
1.8	1.9	nt	CCN(CC)C(=O)Cn1c(=O)n(CCCCCC(=O)Nc2ccccc2)c(=O)c2sccc21
nt	nt	-44	CN(C)c1nc(NCc2ccccc2)nc(N/N=C/c2cccc(Br)c2)n1
1.1	1.2	nt	COc1ccc(/C(CC2(O)C(=O)Nc3ccccc32)=N\O)cc1 (configuration not stated)
-0.64	-1.1	11	Cc1cc2nncn2c2ccccc12
-1.5	-0.34	7	CC1(C)OC(=O)N(c2ccccc2)C12C=Cc1cc(Br)ccc1O2 (configuration not stated)
-0.1	-0.31	24	O=C(c1ccc(S(=O)(=O)N2CCOCC2)cc1)N1CCCc2ccccc21
-0.95	-0.09	-119	Cc1cccc(NC(=O)CN2C(=O)N/C(=C/c3ccc(C)s3)C2=O)c1
-0.52	-0.83	-29	Cn1c(COc2ccccc2)nnc1SCC(=O)c1cccc([N+](=O)[O-])c1
0.55	0.2	-31	CC(C)n1nnnc1SCC(=O)Nc1ccc2c(c1)OCO2
2.3	0.2	nt	C=CCNC(=O)C1CC(=O)N(c2ccc(Br)cc2)C1 (configuration not stated)
-0.86	-1.2	17	CCCc1[nH]nc2c1C(c1cccc(OC)c1)C(C#N)=C(N)O2 (configuration not stated)
nt	nt	-10	Cc1cc(C)cc(OCc2ccc(C(=O)NC3CCOC3=O)o2)c1 (configuration not stated)
0.91	-0.17	nt	C=C(C)Cn1c(SCC(=O)O)nc2c1c(=O)[nH]c(=O)n2C
0.79	0.52	-68	N#CC1=C(N)SC(N)=C(C#N)C1CCc1ccccc1
-0.03	-0.5	21	Cc1cc2n(n1)SC(Nc1ccccc1)N2 (configuration not stated)

INS promoter inh: hit marks shown above
SDO1 yeast rescue	SDO1 yeast rescue Rescue 24 h	INS promoter inh	Molecule
0.19	-0.12	71*	CCOC(=O)c1c(C)nc(-c2ccccc2)nc1NC(=O)CC

Next section
SDO1 yeast rescue	SDO1 yeast rescue Rescue 24 h	INS promoter inh	Molecule
-0.62	-1.2	-207	CNC(=S)N(CCc1c(C)[nH]c2ccc(Cl)cc12)Cc1cc(OC)c(OC)c(OC)c1
-0.64	-0.62	-38	CCN(CCCc1ccccc1)CCCc1ccccc1
nt	nt	-29	C=CCOc1ccc(Br)cc1/C=C1/SC(=Nc2ccc(C(=O)O)cc2)NC1=O
0.26	0.96	32	CCNc1nc(N)nc(Oc2ccc(OCCOc3ccc(Cl)cc3Cl)nn2)n1
-1.1	-1	15	Cc1ccc[n+](C(C)C(=O)c2ccc(-c3ccccc3)cc2)c1 (configuration not stated)
nt	nt	-90	CCN(C(=O)COC(=O)/C=C/c1cnc2ccccc2n1)c1ccccc1
0.19	0.19	nt	CCc1nc2ccccc2c(C(=O)OCC(=O)NCCCN2CCCC2=O)c1C
-1.1	0.14	-200	COc1ccc(-c2nnc(SC(C)C(=O)Nc3nccs3)n2Cc2ccccc2)cc1OC (configuration not stated)
-1.8	-0.74	nt	CC(C)COc1ccc(CNC(=S)NCc2ccccc2)cc1
1.1	1.4	-3	O=C(NC1CCCCC1)c1ccc(Br)o1
-1.9	-1.3	nt	O=C(Nc1nnc(-c2ccc3c(c2)CCCC3)o1)C1COc2ccccc2O1 (configuration not stated)
0.44	4	23	CCCCNC(=S)N/N=C/C1=CCC2CC1C2(C)C (configuration not stated)
-0.58	-0.96	7	CCCn1c(SCC(=O)c2ccc3c(c2)OCCO3)nc2c1c(=O)n(C)c(=O)n2C
0.32	0.75	nt	CCOC(=O)N1CCN(c2nc(-c3ccco3)cc(C(F)(F)F)n2)CC1
-0.92	-0.88	-72	CN(C)S(=O)(=O)c1ccc(C(=O)Nc2ccccc2OC(F)(F)C(F)F)cc1

Structures above that have a tert-butyl group:
SDO1 yeast rescue	SDO1 yeast rescue Rescue 24 h	INS promoter inh	Molecule
nt	nt	-45	CC(C)(C)NC(=O)C1Cc2ccccc2CN1 (configuration not stated)
-1.8	-1.1	-14	CC(C)(C)c1cc(S(=O)(=O)CCc2ccccn2)cc(C(C)(C)C)c1F

Following part
SDO1 yeast rescue	SDO1 yeast rescue Rescue 24 h	INS promoter inh	Molecule
-1.1	-0.73	12	CCOC(=O)c1cccc(NC(=O)C2(S(=O)(=O)c3ccc(C)cc3)CC2)c1
nt	nt	-13	Fc1ccc(Nc2nc(-c3ccncc3)cs2)cc1
nt	nt	-6	Cc1ccc(-c2nnn(C/C(N)=N/O)n2)cc1
0.47	0.31	nt	COC(=O)c1ccc2c(=O)n(CCCCCC(=O)N3CCN(c4ccc(F)cc4)CC3)c(=O)[nH]c2c1
0.23	-0.12	-3	O/N=C/c1ccc(OCC(O)COc2ccc(/C=N/O)cc2)cc1
-0.16	-0.21	29	O=[N+]([O-])c1cccc(/C([O-])=C(/C(=S)Nc2ccccc2)[n+]2ccccc2)c1
-0.62	0.65	17	COc1ccc([N+](=O)[O-])cc1N1C(=O)c2cccc3cccc(c23)C1=O
0.15[11.4 µM]	0.23	33	CC(=O)/C(C#N)=C1\NC(=O)C(Cc2ccccc2Cl)S1 (configuration not stated)
0.91	1.2	nt	COc1ccc(NS(=O)(=O)c2cccc(N3CC(O)=C(c4ccccc4)C3=N)c2)cc1
-0.13	-0.68	23	CC(=O)Nc1ccccc1NC(=O)CN(C)S(=O)(=O)c1ccc(C)cc1
-1.6	-1.1	-79	COc1ccc(Cl)cc1NC(=O)CCN1CCN(c2ccccc2C)CC1
nt	nt	-18	CC(C)Cc1nnc(NC(=O)CCc2c[nH]c3ccccc23)s1
-2.2	-2	nt	CCOC(=O)CSc1nc(CC)nc2ccccc12
nt	nt	41	C/C(=N\NC(=O)CN(c1ccc(Oc2ccccc2)cc1)S(C)(=O)=O)C(C)(C)C
0.29	0.39	14	CCOC(=O)c1cnc2c(Cl)c(Cl)ccc2c1N1CCN(C)CC1
nt	nt	-348	CC(C)N(C(=O)c1ccc2nc3c4ccccc4c4ccccc4c3nc2c1)C(C)C
0.73	0.53	27	CC(C)OC(=O)c1ccc(NC(=O)C2C3CC4OC(=O)C2C4C3)cc1 (configuration not stated)
nt	nt	-17	C=CCNC(=S)NNC(=O)c1ccco1
0.5	0.02	-32	CCOc1cc(C2C(C#N)=C(N)Oc3n[nH]c(CC)c32)ccc1OCCN1CCOCC1 (configuration not stated)
-0.64	-1.6	-55	Cc1nn(-c2ccccc2)c2c1C(c1ccc(F)cc1F)C(C#N)=C(N)O2 (configuration not stated)
